Casp6 inh: blocks human caspase-6 cleavage activity. inhibition, % at 12.5 µM. 350,000 tested, 0.53% active. P55212. purified caspase-6, Z-VEID-R110 cleavage fluorescence;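 active = mean inhibition across replicates at least about 35%, with every replicate also reaching that limit, limit read from the data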;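 note: 0% = median of neutral control wells and 100% = no fluorescence left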
Target sequence (P55212 24-179 limits assumed): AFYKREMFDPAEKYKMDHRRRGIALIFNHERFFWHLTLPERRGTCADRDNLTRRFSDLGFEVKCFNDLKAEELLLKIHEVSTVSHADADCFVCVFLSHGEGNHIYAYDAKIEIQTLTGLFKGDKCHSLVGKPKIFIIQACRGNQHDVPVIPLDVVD
Target sequence (P55212 194-293 limits assumed): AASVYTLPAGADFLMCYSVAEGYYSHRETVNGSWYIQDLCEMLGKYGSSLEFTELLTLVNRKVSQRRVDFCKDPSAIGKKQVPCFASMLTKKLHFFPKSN
LGR2 inh: inhibitors of bursicon-induced Drosophila LGR2 receptor cAMP signaling. HEK293 LGR2, CRE-luciferase, bursicon-stimulated, 4 h. inhibition, % at 9.99 µM. 380,000 tested, 0.35% active;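 active = drop in luminescence signal, shown as inhibition above about 50% in the replicate tests, limit read from the data, passing the limit was not always enough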;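 note: agonist challenge used bursicon conditioned medium at about half maximal strength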
PAX8 reporter: lowers PAX8-driven luciferase in RMG-I cells. 360,000 tested, 1.2% active. AID 652154. RMG-I TPO-luciferase reporter, SteadyGlo, 24 h. inhibition, % at 12.6 µM;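 active = mean replicate inhibition at least 60% with every replicate also reaching 60%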;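 note: luciferase light reporting Pax8 driven TPO promoter activity; plate controls were median of neutral control wells for no effect and mitoxantrone controls for full effect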
FN deposit inh: fibronectin deposition inhibition; AH1F fibroblasts, Alexa488-fibronectin deposition fluorescence, overnight; inhibition, % at 12.6 µM; 350,000 tested, 0.086% active;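 active = mean inhibition across replicates of 30% or more, regardless of how many single replicates reach that level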;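 note: positive control wells lacked labelled fibronectin entirely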
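material = AH1F fibroblast monolayer depositing Alexa488-labelled fibronectin into matrix | amount = 10000 AH1F cells/well | buffer or medium = DMEM plus 2% serum, read in PBS | incubation = 1 h cell adhesion before compound, then overnight fibronectin incubation | detection = fluorescence at 485 nm excitation, 525 nm emission | evaluation = percent inhibition as loss of matrix-bound fibronectin fluorescence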
PGC1a acetyl inh: modulators of PGC1a acetylation; inhibition, % at 15.6 µM; U2OS PGC1a acetylation, AlphaScreen anti-acetyl-lysine; with virally co-expressed GCN5 acetyltransferase; AID 651687; 350,000 tested, 0.17% active;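 active = every replicate shows inhibition of at least 40%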;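 note: 0% = neutral control wells and 100% = positive control wells; some results beyond the cut were filed as inactive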
Cneo AK release: Cryptococcus neoformans lysis via adenylate kinase release; C. neoformans lysis, adenylate kinase release luminescence, 4 h; normalised: neutral wells 0, clomiphene wells 100; lysis activity, % at 15 µM; 360,000 tested, 0.2% active; AID 651654;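 active = mean lysis activity across replicates of at least 80%, whatever share of replicates individually reach that level; inactive = mean lysis activity below 80%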
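Material: C. neoformans cells | Amount: Yeast cell density of 5 × 10^6 cells/mL | Medium: Fresh YPD growth medium | Dosing: Single dose | Times: Static 4 h at 37 °C with compound, 1 h detection | Detection: AK luminescence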
miR122 inh: inhibitors of miR-122 in Huh7 cells; Huh7 miR-122 Renilla luciferase sensor, 48 h; neutral wells = 0, positive control = 100; 340,000 tested, 0.3% active; activation (reporter increase), % at 12.5 µM;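 active = mean replicate activation score at least 90 and every replicate individually at or above 90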;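 note: higher luciferase means less miR-122 activity so hits act as miR-122 inhibitors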
EWS-Fli block: blocks EWS/Fli oncoprotein-driven transcription; A673 NR0B1-luciferase reporter, viability-normalised; inhibition, % at 12.6 µM; 350,000 tested, 0.67% active; AID 651661;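 active = mean inhibition of at least 50% after viability correction, with every replicate also passing that limit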;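 note: firefly luciferase signal divided by Alamar Blue viability fluorescence both relative to DMSO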
Numbers without * were called inactive; . = no result given; & = joins results of further samples; [ ] = remark or other dose.

SMILES | Casp6 inh | LGR2 inh | PAX8 reporter | FN deposit inh | PGC1a acetyl inh | Cneo AK release | miR122 inh | EWS-Fli block
Cc1ccc(CNC(=O)c2cc(=O)c3ccc(C)cc3o2)cc1 | 3.3 | -6.0 | 12.6 | -6.5 | . | 0.2 | . | 13.1
COc1cccc(N(C(=O)c2snc(C(N)=O)c2N)C(C(=O)NCc2ccccc2)c2ccc(O)cc2)c1 (centres undefined) | 0.6 | 13.5 | 8.9 | -0.4 | . | 0.0 | . | 11.9
CCn1nc(C)cc1-c1nnc(SCC(=O)Nc2ccccc2)n1CCCOC | -1.6 | . | -19.2 | -0.9 | 5.1 | . | . | 0.0
Cc1c(CCC(=O)NCCC(=O)O)c(=O)oc2c(C)c3oc4c(c3cc12)CCCC4 | 0.2 | -23.2 | -54.7 | -0.1 | -0.7 | 0.7 | -2.0 | 21.2
CCOC(=O)C1C(=O)C=C(c2cccs2)CC1c1ccccc1 (centres undefined) | 3.8 | 9.2 | -13.3 | 0.8 | . | . | . | 1.6
C[C@H](CO)N1C[C@H](C)[C@H](CN(C)C(=O)Nc2ccccc2)Oc2ccc(NC(=O)CCCN(C)C)cc2C1=O | -0.5 | 17.0 | 3.6 | . | -4.5 | -0.1 | -7.5[16.7 µM] | -11.3
CC(C)CC#Cc1ccc2c(c1)O[C@H](CN(C)S(C)(=O)=O)[C@@H](C)CN([C@H](C)CO)S2(=O)=O | 0.5 | 3.6 | -1.4 | 1.6 | 5.1 | 1.8 | 23.6[16.7 µM] | 6.1
CCOC(=O)c1ccc(S(=O)(=O)NNC(=O)COc2ccccc2C)cc1 | -0.9 | . | -7.0 | 2.6 | . | . | . | -10.9
O=C(O)/C=C\c1ccccc1Oc1ccc(F)cc1 | -0.2 | -18.3 | -4.9 | 1.9 | -16.4 | -1.1 | -3.7 | 3.6
COC(=O)C1(CCSC)NC(c2ccc(OC)cc2OC)C2C(=O)N(c3cccc(C(C)=O)c3)C(=O)C21 (centres undefined) | 0.0 | 6.4 | 12.4 | 7.6 | -28.3 | -0.4 | 7.5 | 18.2
C/C=C/C=N/Nc1nc(C)cc(=O)[nH]1 | -2.8 | 6.5 | 3.9 | -3.1 | . | . | . | 5.8
C[C@@H]1CCCCO[C@H](CN(C)Cc2ccccc2)[C@H](C)CN([C@H](C)CO)C(=O)c2cc(NC(=O)Nc3ccc(C(F)(F)F)cc3)ccc2O1 | -1.2 | 11.3 | 106.6* | -9.5 | 7.7 | -16.3 | -25.5[16.7 µM] | 27.0
Nc1nc(COc2ccccc2)cs1 | -0.6 | -10.0 | . | . | 5.1 | -0.9 | -10.3 | -29.2
CCC(=O)N1C[C@H]2[C@@H](c3ccccc31)[C@H](CO)N2Cc1ccc(F)cc1 | 0.8 | 7.2 | 4.0 | -1.0 | -2.9 | 1.0 | 9.5[16.7 µM] | 10.4
Cc1cccc(-n2c(CNC(=O)Cc3ccccc3)n[nH]c2=S)c1 | 0.8 | -14.0 | 13.6 | 2.9 | 8.1 | . | . | 3.3
CC1CCN(C(=O)CNC(=O)CNS(=O)(=O)c2ccccc2)CC1 | -0.7 | 0.0 | -16.4 | 1.4 | -1.1 | 0.4 | -0.2 | 4.9
COc1ccc(C(=O)OCC(=O)NC2CCCC2)c(OC)c1 | 0.0 | -4.0 | -45.1 | 0.8 | 1.4 | 6.7 | -1.9 | -20.8
COc1ccc(NC(=S)NCCc2ccc(S(N)(=O)=O)cc2)c(OC)c1 | -1.3 | . | 6.6 | 4.2 | 12.7 | . | . | -2.0
COc1ccc(-c2csc(C(O)c3ccc(F)cc3)n2)cc1OC (centres undefined) | 3.4 | -48.6 | 8.1 | 0.3 | 6.3 | -1.3 | -12.3 | 0.4
COCCN1CCn2c(nc3cc(NC(=O)Cn4nc(C)c5ccccc5c4=O)ccc32)C1 | 3.1 | 2.0 | -1.0 | -0.4 | 4.6 | 8.0 | 3.6 | -12.7
C/C=C/c1ccc([C@@H]2[C@@H](CO)N(C(C)=O)[C@@H]2CNC(=O)CC2CC2)cc1 | 1.2 | 4.8 | 1.8 | -11.7 | -0.2 | 4.7 | 0.0[16.7 µM] | -2.4
CCN(c1ccccc1C)S(=O)(=O)c1nnc(NC(=O)c2ccco2)s1 | 16.6 | -0.1 | 4.9 | 1.0 | 15.7 | 1.7 | . | 2.7
O=C1CCC(C(=O)N2CCN(c3cnccn3)CC2)CN1CCc1cccc(F)c1 (centres undefined) | 0.3 | 1.8 | -26.2 | . | . | -2.0 | . | -15.0
COc1cccc(CNc2ccc([N+](=O)[O-])cc2Cl)c1O | 5.0 | -12.3 | -40.6 | 9.9 | . | . | . | 13.9
CCCN1[C@@H]2c3ccc(-c4ccccc4)c(=O)n3C[C@@H]2[C@@H](CO)[C@@H]1C(=O)OC | -2.7 | -2.8 | 0.2 | . | . | -2.1 | 2.5[16.7 µM] | -1.3

An excerpt from above in order of their number in PGC1a acetyl inh, falling.
Molecule,PGC1a acetyl inh
C[C@@H]1CCCCO[C@H](CN(C)Cc2ccccc2)[C@H](C)CN([C@H](C)CO)C(=O)c2cc(NC(=O)Nc3ccc(C(F)(F)F)cc3)ccc2O1,7.7
COc1ccc(-c2csc(C(O)c3ccc(F)cc3)n2)cc1OC (centres undefined),6.3
CC(C)CC#Cc1ccc2c(c1)O[C@H](CN(C)S(C)(=O)=O)[C@@H](C)CN([C@H](C)CO)S2(=O)=O,5.1
C/C=C/c1ccc([C@@H]2[C@@H](CO)N(C(C)=O)[C@@H]2CNC(=O)CC2CC2)cc1,-0.2
Cc1c(CCC(=O)NCCC(=O)O)c(=O)oc2c(C)c3oc4c(c3cc12)CCCC4,-0.7
CC1CCN(C(=O)CNC(=O)CNS(=O)(=O)c2ccccc2)CC1,-1.1
C[C@H](CO)N1C[C@H](C)[C@H](CN(C)C(=O)Nc2ccccc2)Oc2ccc(NC(=O)CCCN(C)C)cc2C1=O,-4.5

Quoted from above (4 entries):
SMILES | Casp6 inh | LGR2 inh | PAX8 reporter | FN deposit inh | PGC1a acetyl inh | Cneo AK release | miR122 inh | EWS-Fli block
CCN(c1ccccc1C)S(=O)(=O)c1nnc(NC(=O)c2ccco2)s1 | 16.6 | -0.1 | 4.9 | 1.0 | 15.7 | 1.7 | . | 2.7
O=C1CCC(C(=O)N2CCN(c3cnccn3)CC2)CN1CCc1cccc(F)c1 (centres undefined) | 0.3 | 1.8 | -26.2 | . | . | -2.0 | . | -15.0
COc1cccc(CNc2ccc([N+](=O)[O-])cc2Cl)c1O | 5.0 | -12.3 | -40.6 | 9.9 | . | . | . | 13.9
CCCN1[C@@H]2c3ccc(-c4ccccc4)c(=O)n3C[C@@H]2[C@@H](CO)[C@@H]1C(=O)OC | -2.7 | -2.8 | 0.2 | . | . | -2.1 | 2.5[16.7 µM] | -1.3

Additional records follow.
SMILES | Casp6 inh | LGR2 inh | PAX8 reporter | FN deposit inh | PGC1a acetyl inh | Cneo AK release | miR122 inh | EWS-Fli block
O=C(C/C(=N/O)c1ccccc1O)C(F)F | . | 16.4 | . | . | 10.0 | 5.0 | -4.6 | .
O=C(c1ccccc1)c1ccc(OCCCCN2CCCCC2)cc1 | -3.1 | 6.8 | . | . | -8.1 | 2.2 | 5.6 | .
COc1cc(C)ccc1S(=O)(=O)NC(=O)C1(C)CCN1C(=O)Cc1ccccc1Cl (centres undefined) | -2.0 | -4.1 | 19.6 | -5.8 | . | 1.2 | . | 0.9
CN1CCN(C(=O)C2CCCN(S(=O)(=O)c3ccc(Br)cc3)C2)CC1 (centres undefined) | -1.6 | 0.6 | -5.8 | -5.2 | . | 1.0 | 4.5 | .
COC(=O)c1cc(S(=O)(=O)N2CCCC2)c(Cl)cc1Cl | 0.8 | -20.1 | 27.0 | -15.4 | 0.0 | -1.1 | -0.7 | -3.2
C[C@H](CO)N1C[C@H](C)[C@H](CN(C)Cc2ccccc2)Oc2cc(-c3ccccc3)ccc2S1(=O)=O | . | -14.3 | . | 8.5 | -9.2 | . | -3.7[16.7 µM] | 15.0
CCOC(=O)c1c(NC(=O)COC(=O)c2ccccn2)sc(C)c1C | -0.1 | -0.5 | -10.9 | 4.6 | 3.4 | 0.5 | -3.9 | -1.5
COc1ccc(OC)c2c1sc(=NC(=O)C1CCCCC1)n2C | -2.2 | -14.5 | -19.5 | 9.1 | 2.2 | 3.1 | -6.5 | -4.8
CC(C)(C)N(Cc1ccccc1)C(=O)c1ccc(Cl)cc1[N+](=O)[O-] | -1.4 | 10.0 | 2.9 | -35.4 | . | . | . | 8.8
Clc1ccc(-c2[nH]ncc2N=Nc2ccccc2)cc1 | 8.0 | -17.4 | 12.2 | 2.0 | -7.6 | 3.4 | . | -21.3
C=CCn1c(=O)/c(=C/c2ccc(Cl)cc2)s/c1=C(/C#N)c1nnc2n1CCCCC2 | . | 24.4 | . | 12.7 | -19.1 | -0.4 | 1.8 | .
CO[C@@H]1[C@H](O)CC[C@]2(O)CN(c3ccc(F)cc3)[C@](C)([C@H](O)CC=C(C)C)[C@@H]12 | 1.4 | -2.6 | -30.8 | 6.5 | . | . | . | -9.2
Cc1ccc(CC(=O)Nc2cccc(C(=O)Nc3c(C)n(C)n(-c4ccccc4)c3=O)c2)cc1C | 1.8 | -3.5 | 4.0 | -13.3 | 20.8 | -2.6 | -8.6 | -11.9
CCCCNC(=O)c1cc(-c2ccccc2)sc1N | 1.4 | -22.3 | -14.3 | -0.1 | . | . | . | 6.6
CC1OC(Nc2ccc(N=Nc3ccccc3)cc2)C(O)C(O)C1O (centres undefined) | 2.2 | -62.4 | -122.0 | -6.9 | . | -5.1 | 0.6 | -45.3
CN(CC(=O)Nc1ccccc1Br)CC(=O)Nc1ccccc1-c1ccccc1 | 2.0 | 31.1 | -3.5 | -12.6 | . | -1.5 | . | 3.0
CC(=O)N/N=C\c1cccc(OC/C=C/c2ccccc2)c1 | -5.2 | -20.7 | -17.0 | 8.9 | 0.8 | -11.5 | 0.2 | -49.1
COc1ccccc1C(=O)NC(C)c1ccc(-n2ccnc2)cc1 (centres undefined) | -6.1 | 21.4 | -0.4 | 2.2 | 0.4 | 2.4 | 12.3 | .
COC(=O)C1CCN(Cc2c(C(=O)N3C[C@@H](C)O[C@@H](C)C3)nc3ccc(Cl)cn23)CC1 | 2.5 | 7.9 | 1.2 | 5.0 | 0.9 | -15.3 | . | .
COC(=O)C1=C(C)NC(C)=C(C(=O)OC)C1C(=O)OCC(=O)N1c2ccccc2CC1C (centres undefined) | -0.2 | -16.7 | 1.6&9.8 | -2.4&4.4 | -0.3 | -1.6 | -3.2 | 6.5
Cc1cc(C)c2c(n1)SCC(=O)N2CC(=O)Nc1ccc(Br)c(C)c1 | -3.1 | 1.6 | 8.8 | -0.4 | . | 3.4 | . | .
COc1ccc(OCC(=O)NC(=S)Nc2ccccc2F)cc1 | 3.8 | 23.1 | -12.0 | 4.5 | . | . | . | 0.8
O=[N+]([O-])c1ccc(/C=[N+](\[O-])[C@@H]2CCCC[C@@H]2/[N+]([O-])=C/c2ccc([N+](=O)[O-])o2)o1 | 27.2 | -15.8 | 2.4 | 2.0 | -3.1 | 1.3 | 1.0 | 24.6
